FID counter = fluorescent intercalator displacement, NS3 helicase counter-screen | DNA fluorescent intercalator displacement, fluorescence | inhibition, % at 7.9 µM | 0.17% of 290,000 active | AID 1845; in the data active means inhibition above about 37%;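 further: 0% = vehicle and 100% = reference compound; higher means more ethidium bromide displaced from hairpin DNA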
SUMO HTRF inh = inhibitors of human SUMOylation (UBC9); P63279; HTRF SUMOylation assay, SAE1/SAE2 + UBC9, in vitro; inhibition, % at 35 µM; 0.36% of 290,000 active; in the data active means inhibition above about 50%, passing the limit was not always enough; further: strong numbers were not always called active
IMP-1 inhibitor = inhibitors of Pseudomonas aeruginosa IMP-1 metallo-beta-lactamase | purified IMP-1, nitrocefin hydrolysis, epi-absorbance fluorescence | inhibition, % at 5.6 µM | 0.45% of 290,000 active | AID 1556;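 active means inhibition above the mean plus 3 SD of all compounds in the same screening run, cut at about 4.5% in these data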;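 further: 0% = IMP-1 with DMSO and 100% = DMSO wells lacking enzyme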
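Assay system: purified recombinant IMP-1 beta-lactamase. Input: IMP-1 0.2 nM before substrate addition. Buffer or medium: Zinc- and detergent-supplemented HEPES buffer, pH 7.1. Schedule: 25 °C, 15 min preincubation, 25 min reaction. Signal: Epi-absorbance fluorescence, 480 nm excitation, 530 nm emission. Evaluation: percent inhibition from optical density relative to buffer-blank wells.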
IDE cell inh = inhibits human insulin-degrading enzyme in HEK cells; inhibition, % at 5.59 µM; P14735; 0.41% of 320,000 active; FAbetaB cleavage, fluorescence polarization;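 active means percent inhibition above the average of all tested compounds plus 3 SD, set per screening campaign, cut at about 16% in these data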;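 further: IDE supplied by intact live HEK cells; FP after avidin binding of uncleaved biotin substrate so inhibition keeps polarization high; 0% = DMSO wells and 100% = 60 µM reference IDE inhibitor Ii1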
pCIP destab = compounds decreasing mouse p/CIP protein stability; 0.01% of 290,000 active; decrease of EGFP signal, % at 10 µM; F442A p/CIP-EGFP cells, EGFP fluorescence, 16 h; Q05BA5;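 active means EGFP signal decrease of at least 30% at 10 µM or well 3 SD below plate mean, unless failing retest; inactive means the rest, including hits failing retest or dose response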; further: some compounds called inactive have numbers as strong as hits; many of its hits are not listed in these tables
Target sequence (Q05BA5 1-1403): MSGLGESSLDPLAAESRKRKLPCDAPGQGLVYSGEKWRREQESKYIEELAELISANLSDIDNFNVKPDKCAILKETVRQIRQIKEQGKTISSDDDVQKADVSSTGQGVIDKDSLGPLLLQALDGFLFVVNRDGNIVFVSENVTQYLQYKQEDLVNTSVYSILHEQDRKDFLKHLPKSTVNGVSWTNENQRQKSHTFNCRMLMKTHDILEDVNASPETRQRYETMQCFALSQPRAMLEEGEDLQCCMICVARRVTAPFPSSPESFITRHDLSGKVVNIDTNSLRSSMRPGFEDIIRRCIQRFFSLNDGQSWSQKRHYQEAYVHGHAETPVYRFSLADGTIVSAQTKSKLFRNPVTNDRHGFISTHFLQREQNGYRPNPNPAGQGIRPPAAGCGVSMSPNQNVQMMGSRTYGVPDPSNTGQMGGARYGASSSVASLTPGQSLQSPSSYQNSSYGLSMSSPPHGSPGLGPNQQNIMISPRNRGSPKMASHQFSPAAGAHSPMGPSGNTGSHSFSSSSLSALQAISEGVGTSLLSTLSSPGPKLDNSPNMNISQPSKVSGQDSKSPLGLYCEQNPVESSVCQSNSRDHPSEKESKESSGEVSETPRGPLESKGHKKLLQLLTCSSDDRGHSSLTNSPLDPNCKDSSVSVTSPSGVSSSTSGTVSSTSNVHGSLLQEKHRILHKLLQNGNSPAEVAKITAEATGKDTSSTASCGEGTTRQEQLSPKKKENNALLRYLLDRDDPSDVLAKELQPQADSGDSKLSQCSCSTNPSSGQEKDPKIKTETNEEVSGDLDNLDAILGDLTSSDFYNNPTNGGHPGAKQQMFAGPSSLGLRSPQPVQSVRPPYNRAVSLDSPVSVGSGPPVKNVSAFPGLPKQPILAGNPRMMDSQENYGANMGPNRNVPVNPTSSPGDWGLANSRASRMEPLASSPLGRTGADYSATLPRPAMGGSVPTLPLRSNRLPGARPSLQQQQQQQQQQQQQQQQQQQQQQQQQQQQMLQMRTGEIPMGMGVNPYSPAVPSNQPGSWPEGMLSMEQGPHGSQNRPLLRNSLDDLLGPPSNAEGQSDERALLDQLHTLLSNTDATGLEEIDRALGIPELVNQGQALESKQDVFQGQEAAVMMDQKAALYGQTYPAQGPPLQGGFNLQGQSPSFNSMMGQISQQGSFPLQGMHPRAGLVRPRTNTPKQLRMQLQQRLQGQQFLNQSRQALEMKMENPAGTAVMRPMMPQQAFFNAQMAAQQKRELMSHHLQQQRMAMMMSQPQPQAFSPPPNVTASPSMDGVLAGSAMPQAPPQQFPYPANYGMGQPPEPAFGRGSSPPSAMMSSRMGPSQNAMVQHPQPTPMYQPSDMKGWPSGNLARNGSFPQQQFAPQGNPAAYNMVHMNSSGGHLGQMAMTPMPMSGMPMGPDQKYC
VIM-2 inhibitor = blocks Pseudomonas aeruginosa VIM-2 metallo-beta-lactamase | purified VIM-2, nitrocefin hydrolysis, epi-absorbance fluorescence | inhibition, % at 5.6 µM | 0.89% of 290,000 active | AID 1527;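 active means inhibition above the mean of all tested compounds plus 3 SD, cutoff set per screening run, cut at about 7.5% in these data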;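 further: red hydrolysis product quenches plate fluorescence so inhibitors raise well fluorescence; 0% = enzyme with DMSO and 100% = DMSO without enzyme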
NS3 helicase inh = blocks Hepatitis C virus NS3 helicase unwinding; NS3 helicase DNA unwinding, Cy5 molecular beacon fluorescence; inhibition, % at 10.9 µM; 0.56% of 290,000 active;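 active means inhibition above the mean of all tested compounds plus 3 SD, set per campaign, cut at about 35% in these data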;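 further: 0% = DMSO wells and 100% = thioflavine S control wells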
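System: NS3 helicase fragment of HCV / Schedule: 1 h at 25 °C / Control set: DMSO alone as 0% and 110 µM thioflavine S as 100% / Reagent: Cy5/quencher beacon DNA duplex and ATP to start / Technique: Cy5 fluorescence / Replication: singlicate / Evaluation: % inhibition of end-to-start signal ratio versus controls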
IDE act = boosts human insulin-degrading enzyme activity in HEK cells | P14735 | FAbeta-B cleavage, fluorescence polarization; 0% vehicle, 100% cell-free pure enzyme wells | activation, % at 5.96 µM | 0.073% of 340,000 active;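 active means activation above the mean of all tested compounds plus 3 SD, set per screening campaign, cut at about 17% in these data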
PfM18AAP inh = blocks P. falciparum M18 aspartyl aminopeptidase; AID 1822; 1.2% of 290,000 active; recombinant PfM18AAP, H-Glu-NHMec fluorogenic cleavage; inhibition, % at 7.35 µM;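 active means inhibition above the campaign mean inhibition over all tested compounds plus 3 SD, cut at about 28% in these data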;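 further: 0% = plate median of test compound wells and 100% = 2 mM ZnCl2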
An asterisk follows results filed as active.

`CCCC(C)n1[nH]c(=O)c2c1NC(=O)CSC2c1ccccc1` (stereo not given) gave FID counter -3, SUMO HTRF inh 2, IMP-1 inhibitor -2.4, IDE cell inh -1, pCIP destab -5, VIM-2 inhibitor -0.7, NS3 helicase inh 2, IDE act -1 and PfM18AAP inh 0.
`COc1ccc(CCN)cc1OC` gave SUMO HTRF inh 2, IDE cell inh -7, pCIP destab -12 and IDE act -1.
`CCOP(=O)(OCC)C(O)c1ccc(OC)cc1` (stereo not given) gave FID counter -2, SUMO HTRF inh 6, IMP-1 inhibitor -1.0, IDE cell inh 3, pCIP destab 6, VIM-2 inhibitor -1.2, NS3 helicase inh 10 and PfM18AAP inh 0.
Screening CN1CCN(c2ccc([N+](=O)[O-])c(NCc3ccco3)c2)CC1 returned FID counter 8, SUMO HTRF inh -10, IMP-1 inhibitor -3.6, IDE cell inh 3, pCIP destab 9, VIM-2 inhibitor -0.5, NS3 helicase inh -7, IDE act 6 and PfM18AAP inh -1.
`OC(c1ccc(F)cc1)C(c1ccccc1)N1CCOCC1` (stereo not given) gave FID counter 4, SUMO HTRF inh -11, IMP-1 inhibitor -0.2, IDE cell inh 5, pCIP destab 3, VIM-2 inhibitor -0.9, NS3 helicase inh -2, IDE act 5 and PfM18AAP inh 1.
Screening COc1ccc(C(=O)C(Cc2ccccc2)N(C)C)cc1 (stereo not given) returned FID counter 1, SUMO HTRF inh -6, IMP-1 inhibitor -5.2, IDE cell inh 2, pCIP destab -6, VIM-2 inhibitor -0.5, NS3 helicase inh 6, IDE act -2 and PfM18AAP inh 3.
`CCOC(=O)C1CCN(/C=C2/C(=O)NC(=S)N(c3cccc(OC)c3)C2=O)CC1` gave FID counter -2, SUMO HTRF inh -1, IMP-1 inhibitor -1.4, IDE cell inh 7, pCIP destab -6, VIM-2 inhibitor -3.9, NS3 helicase inh 2, IDE act -3 and PfM18AAP inh -8.
For COc1ccc(CCNC2CCCCC2)cc1OC the results were FID counter -3, SUMO HTRF inh 25, IMP-1 inhibitor -1.7, IDE cell inh 3, pCIP destab -3, VIM-2 inhibitor -1.1, NS3 helicase inh -4, IDE act -2 and PfM18AAP inh 2.
`O=C1NC(=O)N(c2ccccc2)C(=O)/C1=C/C=C/c1ccco1` gave FID counter -17, SUMO HTRF inh 24, IMP-1 inhibitor -1.7, IDE cell inh 7, pCIP destab -30, VIM-2 inhibitor -2.3, NS3 helicase inh 45*, IDE act -9 and PfM18AAP inh 24.
COc1ccc(-n2cnc3cc(C(=O)N4CCC5(CC4)OCCO5)ccc32)cc1 was read as FID counter -33, SUMO HTRF inh 16, IMP-1 inhibitor -1.4, IDE cell inh 0, pCIP destab -4, VIM-2 inhibitor -1.2, NS3 helicase inh -4, IDE act 1 and PfM18AAP inh 1.
Screening COC(=O)C(c1ccccc1)N1CCCCCC1 (stereo not given) returned FID counter -2, SUMO HTRF inh 2, IMP-1 inhibitor -3.2, IDE cell inh 3, pCIP destab -5, VIM-2 inhibitor -1.3, NS3 helicase inh 0, IDE act 7 and PfM18AAP inh 0.
For CCC12CN3CCN(CC(C3)C1O)C2 (stereo not given) the results were FID counter 1, SUMO HTRF inh 8, IMP-1 inhibitor -1.5, IDE cell inh 10, pCIP destab -3, VIM-2 inhibitor -1.4, NS3 helicase inh 20, IDE act -1 and PfM18AAP inh -5.
For O=c1[nH]c(=O)n(Cc2ccccc2)c(O)c1/C=N/Nc1c(F)c(F)c(F)c(F)c1F the results were FID counter -1, SUMO HTRF inh 14, IMP-1 inhibitor -2.9, IDE cell inh 0, pCIP destab -17, VIM-2 inhibitor -1.3, NS3 helicase inh 4 and PfM18AAP inh 4.
`CCc1cc(=O)oc2cc(C)cc(OCC(=O)N3CCC(C(=O)O)(c4ccccc4)CC3)c12` gave FID counter -27, SUMO HTRF inh 34, IMP-1 inhibitor 0.1, IDE cell inh 8, pCIP destab 3, VIM-2 inhibitor -0.8, NS3 helicase inh -15, IDE act 2 and PfM18AAP inh 0.
CN(C)c1ccc(/C=C2\C(=O)NC(=O)N(Cc3ccc(F)cc3)C2=O)cc1 was read as FID counter -9, SUMO HTRF inh 10, IMP-1 inhibitor 0.6, IDE cell inh -2, pCIP destab -12, VIM-2 inhibitor 2.4, NS3 helicase inh 1, IDE act 5 and PfM18AAP inh 2.
Screening O=C(Nc1ccccc1)c1cc([N+](=O)[O-])ccc1N1CCNCC1 returned FID counter 11, SUMO HTRF inh 10, IMP-1 inhibitor -2.7, IDE cell inh -1, pCIP destab -4, VIM-2 inhibitor -0.2, NS3 helicase inh -9, IDE act 0 and PfM18AAP inh -3.
Screening CC(c1ccccc1)(c1ccccc1)c1ccncc1 returned FID counter -9, SUMO HTRF inh 4, IMP-1 inhibitor -1.7, IDE cell inh -3, pCIP destab -16, VIM-2 inhibitor -1.6, NS3 helicase inh -8, IDE act 0 and PfM18AAP inh 1.
For c1ccc2c3c([nH]c2c1)C1(CCNCC1)NCC3 the results were FID counter 13, SUMO HTRF inh -3, IMP-1 inhibitor -3.9, IDE cell inh -1, pCIP destab 5, VIM-2 inhibitor -2.4, NS3 helicase inh -2, IDE act 1 and PfM18AAP inh 6.
`Oc1c(Cl)cc(Cl)cc1CN1CCN(Cc2ccccc2)CC1` gave FID counter 5, SUMO HTRF inh 1, IMP-1 inhibitor -1.6, IDE cell inh -4, pCIP destab -2, VIM-2 inhibitor -1.4, NS3 helicase inh -13, IDE act 0 and PfM18AAP inh -3.
For O=C(COc1ccc(Cl)cc1)N1CCN(Cc2ccccc2)CC1 the results were FID counter -21, SUMO HTRF inh 1, IMP-1 inhibitor -3.5, IDE cell inh -4, pCIP destab -5, VIM-2 inhibitor -2.3, NS3 helicase inh -2, IDE act 0 and PfM18AAP inh -7.
`Cc1ccc(/C=C2\C(=O)NC(=S)N(c3ccc(F)cc3)C2=O)o1` gave FID counter -11, SUMO HTRF inh 10, IMP-1 inhibitor 0.0, pCIP destab -18, VIM-2 inhibitor -1.5, NS3 helicase inh 20, IDE act 3 and PfM18AAP inh -2.
`O=Cc1c(C(=O)O)n(Cc2ccccc2Cl)c2ccccc12` gave FID counter -32, SUMO HTRF inh 7, IMP-1 inhibitor -3.9, IDE cell inh -1, pCIP destab -3, VIM-2 inhibitor -1.2, NS3 helicase inh 23, IDE act 1 and PfM18AAP inh -2.
Screening CCOC(=O)c1c(C)n(Cc2ccco2)c2c1cc(O)c1ccccc12 returned FID counter -11, SUMO HTRF inh -6, IMP-1 inhibitor -5.0, IDE cell inh 5, pCIP destab 0, VIM-2 inhibitor -2.4, NS3 helicase inh 8, IDE act 2 and PfM18AAP inh -10.
`COC(=O)Cn1cc(C=C2C(=O)NC(=O)NC2=O)c2ccccc21` gave FID counter 4, SUMO HTRF inh -12, IMP-1 inhibitor 0.8, IDE cell inh 3, pCIP destab 6, VIM-2 inhibitor 2.1, NS3 helicase inh 18, IDE act 1 and PfM18AAP inh 49*.
Screening O=c1[nH]c(=O)n(CCC2=CCCCC2)c(O)c1C=NC1CCN(Cc2ccccc2)CC1 returned FID counter -2, SUMO HTRF inh 22, IMP-1 inhibitor -5.0, IDE cell inh -2, pCIP destab -13, VIM-2 inhibitor -3.1, NS3 helicase inh -12, IDE act 5 and PfM18AAP inh -13.
Screening COc1cc(CN=Cc2c(O)n(C(C)(C)C)c(=O)[nH]c2=O)cc(OC)c1 returned FID counter -8, SUMO HTRF inh 0, IMP-1 inhibitor -3.2, IDE cell inh -5, pCIP destab 0, VIM-2 inhibitor -2.7, NS3 helicase inh 3, IDE act 1 and PfM18AAP inh 6.
COc1ccc(C2=NCC(=O)N(CC(=O)NCc3ccco3)c3sc4c(c32)CCCC4)cc1 was read as FID counter -39, SUMO HTRF inh 3, IMP-1 inhibitor -3.1, IDE cell inh -1, pCIP destab -5, VIM-2 inhibitor -1.8, NS3 helicase inh 6, IDE act 2 and PfM18AAP inh 12.
Screening Cc1nn(Cc2ccccc2)c(Cl)c1C(=O)OC(C)C(=O)Nc1ccc(F)cc1Cl (stereo not given) returned FID counter -1, SUMO HTRF inh 0, IMP-1 inhibitor -5.1, IDE cell inh 3, pCIP destab -2, VIM-2 inhibitor -3.7, NS3 helicase inh -14, IDE act 5 and PfM18AAP inh 0.
Screening CCC(=NCCC(c1ccccc1)c1ccccc1)c1c(O)[nH]c(=O)[nH]c1=O returned FID counter -5, SUMO HTRF inh 8, IMP-1 inhibitor -0.7, IDE cell inh 8, pCIP destab -15, VIM-2 inhibitor -1.6, NS3 helicase inh -1, IDE act -4 and PfM18AAP inh -4.
For CCCCn1c(O)c(C(C)=Nc2ccc3c(c2)CCC3)c(=O)[nH]c1=O the results were FID counter -4, SUMO HTRF inh 2, IMP-1 inhibitor -1.3, IDE cell inh 3, pCIP destab -2, VIM-2 inhibitor -2.9, NS3 helicase inh 0, IDE act 1 and PfM18AAP inh 0.

Three structures already listed, sorted by count of non-hydrogen atoms, falling.
Screening O=c1[nH]c(=O)n(CCC2=CCCCC2)c(O)c1C=NC1CCN(Cc2ccccc2)CC1 returned FID counter -2, SUMO HTRF inh 22, IMP-1 inhibitor -5.0, IDE cell inh -2, pCIP destab -13, VIM-2 inhibitor -3.1, NS3 helicase inh -12, IDE act 5 and PfM18AAP inh -13.
Screening CCOC(=O)c1c(C)n(Cc2ccco2)c2c1cc(O)c1ccccc12 returned FID counter -11, SUMO HTRF inh -6, IMP-1 inhibitor -5.0, IDE cell inh 5, pCIP destab 0, VIM-2 inhibitor -2.4, NS3 helicase inh 8, IDE act 2 and PfM18AAP inh -10.
`Cc1ccc(/C=C2\C(=O)NC(=S)N(c3ccc(F)cc3)C2=O)o1` gave FID counter -11, SUMO HTRF inh 10, IMP-1 inhibitor 0.0, pCIP destab -18, VIM-2 inhibitor -1.5, NS3 helicase inh 20, IDE act 3 and PfM18AAP inh -2.

Quoted at random: 2 records from the list, in no set order.
For COc1ccc(CCNC2CCCCC2)cc1OC the results were FID counter -3, SUMO HTRF inh 25, IMP-1 inhibitor -1.7, IDE cell inh 3, pCIP destab -3, VIM-2 inhibitor -1.1, NS3 helicase inh -4, IDE act -2 and PfM18AAP inh 2.
For O=c1[nH]c(=O)n(Cc2ccccc2)c(O)c1/C=N/Nc1c(F)c(F)c(F)c(F)c1F the results were FID counter -1, SUMO HTRF inh 14, IMP-1 inhibitor -2.9, IDE cell inh 0, pCIP destab -17, VIM-2 inhibitor -1.3, NS3 helicase inh 4 and PfM18AAP inh 4.

This is a subset; the hit share may differ from the screen's.
